PMI inhibitors: MPI enzyme activity inhibition – biochemical, fluorescence intensity, coupled assay, primary screen (AID 1209) | purified PMI enzyme, coupled fluorescence intensity; higher % means a stronger effect | inhibition, % at 20 µM; hits with a dose series show IC50 in µM | 0.42% of 190,000 active;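 further: plate controls were DMSO vehicle for no effect and wells lacking substrate for full effect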
P. falciparum M1AAP: malaria alanyl aminopeptidase activity blockers – biochemical, fluorogenic H-Leu-NHMec substrate, 1536-well (AID 1445) | recombinant M1AAP, H-Leu-NHMec fluorogenic kinetic assay; higher % means a stronger effect | 0.42% of 220,000 active | inhibition, % at 30 µM; hits with a dose series show IC50 in µM;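 active means primary inhibition above the hit cutoff, then over 50% inhibition at one or more dose response concentrations, cut at about 23% in these data, passing the limit was not always enough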;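 further: plate controls were DMSO full reaction for no effect and no enzyme background for full effect; strong numbers were not always called active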
WT yeast gro inh: growth inhibition of WT yeast, mitochondrial fusion screen; inhibition, % at 10 µM; 2.1% of 190,000 active; mitochondrial fusion phenotypic screen, WT strain; in the data active means inhibition above about 58%; tested in S. cerevisiae
P. falciparum M17LAP: P. falciparum M17LAP inhibitors, primary screen, biochemical, fluorogenic H-Leu-NHMec substrate, 1536-well (AID 1619) | recombinant M17LAP, H-Leu-NHMec fluorogenic kinetic assay; higher % means a stronger effect | one-dose inhibition, % at 30 µM; IC50 in µM for titrated hits | 0.38% of 220,000 active;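 active means compound inhibiting the enzyme by more than half at any dose during confirmatory dose-response retesting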;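 further: plate controls were full reaction with DMSO carrier for no effect and no enzyme background for full effect; strong numbers were not always called active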
XIAP displacement: XIAP antagonists, biochemical, IAP family, fluorescence polarization (AID 1018) | displacement, % at 20 µM, or IC50 in µM where a hit was titrated | XIAP BIR domain, fluorescence polarization peptide displacement; higher % means a stronger effect | 0.007% of 200,000 active; in the data active means displacement above about 50%; further: a part of the inactive calls stands beside numbers as strong as those of hits
human PMI inhibitors: human PMI inhibitors, high substrate, primary screen, biochemical, fluorescence intensity, high mannose 6-phosphate (AID 1220); 0.66% of 190,000 active; inhibition, % at 20 µM, or IC50 in µM where a hit was titrated; recombinant PMI enzyme, coupled fluorescence intensity; higher % means a stronger effect
TNAP activators: stimulation of alkaline phosphatase TNAP activity – biochemical, luminescent, no phosphate acceptor, uHTS, primary screen (AID 1001). activation fold at 20 µM; hits with a dose series show EC50 in µM. 0.03% of 200,000 active. purified TNAP, luminescent activation assay, no phosphate acceptor; higher activation fold means a stronger effect; in the data active means activation fold from about 3, or a potency from the dose series; inactive means the rest, 99 in 100 with activation fold below about 1.6; further: many of its hits are not listed in these tables
Yfh1-off respiration: enhancers of respiration in Yfh1-depleted yeast, dose response, Friedreich's ataxia, plus single-dose screen (AID 1465); S. cerevisiae Yfh1-off respiration, WST-1 reduction, 72 h; higher fold induction means a stronger effect; fold induction at 50 µM; hits with a dose series show EC50 in µM; 0.074% of 220,000 active;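 active means fold induction of absorbance versus untreated yeast above a set limit, then at least 30% activation at any dose in follow-up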;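 further: activators that raise dye reduction in frataxin-depleted yeast; strong numbers were not always called active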
LYP phosphatase: inhibitors of LYP phosphatase, biochemical, fluorescence intensity, uHTS (AID 1779). one-dose inhibition, % at 11.5 µM; IC50 in µM for titrated hits. 0.054% of 290,000 active. recombinant LYP phosphatase, fluorescence intensity; higher % means a stronger effect;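 further: plate controls were vehicle with enzyme for no effect and no enzyme for full effect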
WT yeast gro inh mutant strain: also measured in WT yeast gro inh; calls as there; inhibition, %; mitochondrial fusion phenotypic screen, mutant strain inhibition
* hit, by the source's call; i = inactive; . = not tested or not shown. Unless noted, no stated cut-off is given here; in the data, active means inhibition above about 50%; inactive means the rest.

SMILES	PMI inhibitors	P. falciparum M1AAP	WT yeast gro inh	WT yeast gro inh mutant strain	P. falciparum M17LAP	XIAP displacement	human PMI inhibitors	TNAP activators	Yfh1-off respiration	LYP phosphatase
CCCCC(=O)Nc1cccc(C(C)O)c1 (stereo not given)	-2%	-4%	19	5	15%	-4.8%	0%	1.1	i	-1%
Cn1c(CCc2ccccc2)nnc1SCC(=O)N1CCCC1	17%	2%	15	12	8%	0.1%	10%	1	i	3%
O=C(Oc1cccc2ccccc12)c1cc(Cl)nc2ccccc12	16%	-2%	32	14	12%	-2.8%	16%	0.9	i	1%
NS(=O)(=O)c1ccc(CCNC(=O)c2ccc3c(c2)OCCO3)cc1	-3%	3%	8	7	-1%	-5.5%	-5%	1.1	i	-4%
CCCc1cnc(N2CCN(S(C)(=O)=O)CC2)nc1	.	7%	.	.	-6%	.	.	.	i	-6%
CCOc1ccc(N=C2NN=C(c3cc(C)n(CC4CCCO4)c3C)CS2)cc1 (stereo not given)	-59%	-1%	-4	1	1%	-2.5%	-81%	1.1	i	0%
Cc1cc(C2=NNC(=NC3CC3)SC2)c(C)n1Cc1ccco1	6%	0%	1	2	-6%	-9.4%	14%	1.1	i	9%
CCCn1nnc(NC(=S)NC(=O)/C=C/c2ccco2)n1	.	3%	.	.	19%	.	.	.	i	-4%
COc1ccc(-c2cc(C(=O)N3CC4(C)CC3CC(C)(C)C4)no2)cc1OC (stereo not given)	16%	2%	53	24	-9%	-4.7%	13%	1	i	2%
COc1ccc2[nH]c3c(C)c4ccncc4c(C)c3c2c1	.	3%	.	.	6%	.	.	.	i	-30%
COc1ccc(N2CCN(C(c3cccs3)C(C)NC(=O)c3ccco3)CC2)cc1 (stereo not given)	3%	8%	9	-13	17%	-5.4%	14%	1.1	i	-8%
Clc1ccc(OCc2nc(-c3ccncc3)no2)cc1	-10%	-1%	0	-13	1%	-2.4%	-8%	1.1	i	-2%
O=C(C[n+]1cc(-c2ccccc2)n2c1CCC2)c1cccs1	-9%	0%	11	8	-8%	-6.7%	-9%	1.2	i	-5%
CC(=O)O[C@@H]1[C@H](OC(=O)CC(C)C)c2c(ccc3ccc(=O)oc23)OC1(C)C	-2%	2%	10	2	7%	-0.9%	8%	1.1	i	-3%
O=C1C(Cl)=C(Nc2ccccc2)C(=O)c2ccccc21	-4%	-1%	15	-5	0%	-5.1%	52%*	1	68µM*	-4%
COc1ccc(S(=O)(=O)NCc2ccc3c(c2)OCO3)cc1C	3%	4%	15	5	6%	-2.6%	6%	1.2	i	-7%
CC(=O)Nc1sc(NC(=O)c2ccc(C)cc2)nc1-c1cccs1	2%	7%	-9	-9	8%	-3.3%	5%	1.1	i	-2%
COc1ccc(-c2nc(-c3ccccc3)ncc2S(C)(=O)=O)cc1	14%	1%	-1	0	-1%	-19%	12%	1.1	i	-4%
C=CCN1C(=O)SC(Cc2cccc(OC)c2O)C1=O (stereo not given)	9%	2%	-8	-1	-6%	-2.3%	19%	1.2	i	-4%
Cc1c(C(=O)Nc2ccncc2)oc2c1C(=O)CC(C)(C)C2	6%	1%	10	-7	-5%	-2.0%	6%	1.1	i	1%
CCOc1ccccc1NC(=O)CSc1nnnn1-c1ccc(C(=O)OC)cc1	10%	1%	13	12	-2%	-6.0%	14%	1	i	0%
N#Cc1ccc(C(=O)Nc2cc(S(=O)(=O)Nc3ccc(Cl)cc3)ccc2N2CCCCC2)cc1	25%	0%	2	19	-19%	-4.0%	-1%	1.1	i	3%
CCOC(=O)c1cc2oc(C)cc2n1CC(=O)OC1CCCCC1	16%	8%	3	-7	-6%	2.2%	10%	1.1	i	-2%
COCCNC(=S)NC12CC3CC(CC(C3)C1)C2	7%	0%	32	5	-3%	-4.9%	1%	1.1	i	-7%
CN(C)S(=O)(=O)c1ccc(NC(=O)c2cccnc2)cc1	-8%	-3%	6	-6	7%	-4.6%	-1%	0.7	i	-3%
Cc1ccc2c(c1)c1c(n2C)C(=O)CCC1	2%	7%	0	-4	6%	-0.1%	1%	1.1	i	4%
CCCS(=O)(=O)c1c(S(=O)(=O)CCC)c2cnccn2c1C(=O)c1ccc(F)cc1	6%	6%	13	-12	-2%	-4.8%	14%	1	i	-7%
CCC(=O)NCCc1nc2ccccc2n1Cc1ccccc1	-6%	6%	-13	6	19%	-0.1%	-9%	1.1	i	-3%
O=C1CC(c2ccccc2)Cc2nc3ncnn3cc21 (stereo not given)	-2%	4%	-9	-8	-10%	-7.1%	-7%	1.1	i	-2%
CCn1c(=O)c(C(=O)CN2CCN(S(=O)(=O)c3ccc(C)cc3C)CC2)c(N)n(Cc2ccccc2)c1=O	2%	-2%	10	11	10%	-2.0%	8%	1.2	i	4%

SMILES	PMI inhibitors	P. falciparum M1AAP	WT yeast gro inh	WT yeast gro inh mutant strain	P. falciparum M17LAP	XIAP displacement	human PMI inhibitors	TNAP activators	Yfh1-off respiration	LYP phosphatase
NC(=S)Nc1cccc2[nH]ncc12	12%	9%	5	-2	2%	-5.7%	25%	1.1	i	-4%
O=C(CO/N=C/c1ccc(OC(F)F)cc1)NCc1ccco1	-8%	13%	-5	14	20%	-5.1%	4%	1.2	i	-8%
CCOC(=O)c1ccc(NC(=O)c2n[nH]c(=O)c3ccccc23)cc1	3%	0%	-4	0	0%	-10%	0%	1	i	-2%
CCCCNC(=O)c1onc(CSc2ccc(OC)cc2)c1C(=O)O	-6%	8%	-15	1	21%	-1.7%	-17%	1	i	-6%
Cn1cc(C(=O)c2cccc(Cl)c2)cc1C#N	-2%	7%	1	9	-6%	-4.6%	0%	1.1	i	-2%
COc1cc(NC(=O)CSc2nccc(C)n2)c(C(=O)O)cc1OC	-1%	10%	2	1	43%	-5.9%	-2%	1.1	i	-6%
O=C(CN1C(=O)COc2ccccc21)Nc1ccc2c(c1)OCCO2	-11%	17%	-9	-13	26%	-4.7%	-4%	1	i	5%
Cc1cc(=O)cc(C)n1-c1ccc(Cl)cc1	-14%	-4%	-3	-3	-1%	-3.7%	-3%	1.1	i	-5%
CCC(=O)N1CCc2cc(S(=O)(=O)NCCC(=O)Nc3ccccc3C)ccc21	2%	-1%	8	17	-6%	-0.7%	2%	1.1	i	-3%
CC1CN(c2c3c(nc4ncnn24)CCCC3)CC(C)O1 (stereo not given)	8%	5%	-4	-6	21%	-4.2%	10%	1.1	i	-4%
Cc1noc(-c2ccc(C(F)(F)F)cc2)c1NC(=O)Nc1ccc(Cl)cc1	.	-3%	.	.	-4%	.	.	.	i	-6%
CCCCc1ccc(NC(=S)N2CCN(c3ncccn3)CC2)cc1	-1%	0%	1	-7	9%	-4.7%	2%	1.1	i	2%
CCN(CC)C(=O)Oc1ccc2cc(Br)ccc2c1	2%	-2%	49	34	-1%	-0.2%	2%	1.1	i	-3%
COc1ccc(C)cc1NC(=O)c1nn(C)cc1Br	.	4%	.	.	6%	.	.	.	i	-5%
COCCN(C(=O)CNC(=O)c1cccs1)C(C(=O)NC1CCCCC1)c1ccco1 (stereo not given)	-6%	-2%	54	6	9%	-4.4%	3%	1	.	-3%
CCN1CCS/C1=C\C=C\C1=[N+](CC)CCS1	9%	12%	28	18	38%	-4.9%	13%	0.7	54µM*	14%
CC1CCCN(C(=O)COC(=O)c2n[nH]c3ccccc23)C1 (stereo not given)	7%	0%	11	-7	17%	-4.3%	15%	0.4	i	-4%
Fc1ccccc1NC(=S)N1CCN(Cc2ccc3c(c2)OCO3)CC1	-5%	0%	-3	10	1%	-2.8%	-2%	1.1	i	-3%
COc1cccc(N/C(N)=N/c2nc(C(F)(F)F)cc(=O)[nH]2)c1	3%	30%	-15	-6	6%	-0.1%	-8%	1.1	i	4%
Cc1ccc(C)c(OCC(=O)N2CCN(C(=O)c3ccco3)CC2)c1	2%	0%	1	5	2%	-4.8%	2%	1.1	i	-3%
CCCCC1(C)Nc2ccccc2-c2nc3ccccc3n21 (stereo not given)	6%	11%	16	-7	-177%	-0.8%	2%	1.2	i	-27%
CC(C)(C)N1OC2CC1c1nc3ccccc3n1C2 (stereo not given)	.	-2%	.	.	-1%	.	.	.	i	-11%
CCCC(=O)Nc1cc(Cl)ccc1C	-9%	-2%	14	12	-4%	1.6%	0%	1.1	i	-2%
OCCC1CN(Cc2cccc3c2OCO3)CCN1Cc1ccccc1 (stereo not given)	19%	3%	2	8	-4%	-6.8%	14%	1	i	-6%
Nc1nnnn1/N=C/c1ccccc1C(F)(F)F	11%	-1%	0	6	43%	-4.5%	3%	1.1	i	-9%
O=C(Nc1ccc2c(c1)OCCO2)c1cccnc1Oc1ccc(Cl)cc1	.	5%	.	.	10%	.	.	.	i	-3%
C(=N\NC1=Nc2cccc3cccc1c23)/c1cccnc1	-2%	12%	10	-6	4%	-9.5%	31%	0.8	i	7%
Cc1nn(-c2ccccc2)c(Cl)c1/C=N/NC(=O)c1cccc(S(=O)(=O)N2CCCC2)c1	-14%	-2%	-2	-11	-22%	-7.7%	-10%	1	i	-1%
CCN(C(=O)c1cc2c(C)nc3ccccc3c2o1)c1cc(Cl)ccc1OC	.	8%	.	.	0%	.	.	.	i	-1%
CCOc1cc(CNCc2ccccn2)ccc1OCC(=O)NC(C)(C)C	0%	5%	-5	30	12%	-6.9%	-4%	1.1	i	-13%

Compound profiles, as listed above. Screens in order: PMI inhibitors | P. falciparum M1AAP | WT yeast gro inh | WT yeast gro inh mutant strain | P. falciparum M17LAP | XIAP displacement | human PMI inhibitors | TNAP activators | Yfh1-off respiration | LYP phosphatase
O=C(CN1C(=O)COc2ccccc21)Nc1ccc2c(c1)OCCO2 as listed: -11% | 17% | -9 | -13 | 26% | -4.7% | -4% | 1 | i | 5%
CC(C)(C)N1OC2CC1c1nc3ccccc3n1C2 (stereo not given) as listed: . | -2% | . | . | -1% | . | . | . | i | -11%

Next part:
SMILES	PMI inhibitors	P. falciparum M1AAP	WT yeast gro inh	WT yeast gro inh mutant strain	P. falciparum M17LAP	XIAP displacement	human PMI inhibitors	TNAP activators	Yfh1-off respiration	LYP phosphatase
COc1ccc(OC)c(N)c1	6%	13%	-7	9	9%	8.2%	38%	1.1	.	-11%
CN(C)S(=O)(=O)c1ccc(N2C(=O)CC2(/C=C/c2ccccc2)C(=O)NC2CCCC2)cc1 (stereo not given)	23%	-1%	2	-4	6%	-1.3%	11%	1.1	i	-5%
COc1ccc(-c2csc(NC3=NCCCCC3)n2)cc1	6%	0%	9	9	0%	-1.3%	-1%	1.2	i	0%
CCCC(=O)Nc1sc2c(c1C#N)CC(C)(C)NC2(C)C	-10%	1%	-16	-7	-1%	-4.9%	-8%	1.1	i	-2%
COc1ccccc1N1CCN(C(C)C(=O)N2CC(C)OC(C)C2)CC1 (stereo not given)	-19%	9%	-26	-3	20%	-5.4%	-14%	1.1	i	-9%
COCCn1c(=NC(=O)c2cc(-c3cccs3)nc3ccccc23)sc2cc(S(N)(=O)=O)ccc21	-5%	0%	12	-1	4%	-8.5%	-23%	1.1	i	-6%
CCN(CC)S(=O)(=O)c1ccc(OCC(=O)NCc2ccccc2)cc1	-3%	5%	.	.	3%	3.3%	-5%	1.1	i	-6%

Compound activity from PubChem BioAssay.

Compounds were not picked by outcome, and some 3.7% of all compounds hit somewhere here.
